DNA FID counter – displaces DNA intercalator in HCV helicase counter-screen | inhibition, % at 7.9 µM | 290,000 tested, 0.17% active | DNA fluorescent intercalator displacement, fluorescence; in the data active means inhibition above about 37%;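 further: 0% = vehicle and 100% = reference compound; higher means more ethidium bromide displaced from hairpin DNA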
GPR7 antagonist – antagonists of human GPR7 (neuropeptides B/W receptor 1); P48145; GPR7-expressing cells, fluorescence antagonist assay; inhibition, % at 4.4 µM; 290,000 tested, 1.1% active; AID 1861; in the data active means inhibition above about 16%, passing the limit was not always enough;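 further: cells stimulated with the agonist NPW; 0% = agonist with vehicle and 100% = vehicle without agonist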
PHOSPHO1 block – inhibitors of human PHOSPHO1 phosphatase; Q8TCT1; recombinant PHOSPHO1, absorbance phosphatase assay; inhibition, % at 13.3 µM; 290,000 tested, 1.1% active; AID 1565; in the data active means inhibition above about 60%
NALP1 inh – NALP1 inhibition; inhibition, % at 10 µM; S. cerevisiae NALP1/ASC/caspase-1 growth, X-gal OD620, 72 h; 280,000 tested, 0.61% active; in the data active means inhibition mostly above about 24%, no sharp cut-off; inactive means mostly below about 32%; further: some compounds called inactive have numbers as strong as hits
MEKK2 mut-MEK5 – signal of MEK5 binding to mutant human MEKK2 PB1 domain. percent response, % at 10 µM. bead flow cytometry, Alexa488-MEK5 binding to MEKK2 mutant. 290,000 tested, 0.35% active; in the data active means percent response above about 24%, passing the limit was not always enough; further: inactives centre near 1; some results filed as inactive read as strong as hits; reference of the scale not given here
MEKK2wt PB1 HTS – raises or lowers MEK5 binding to wildtype human MEKK2 PB1 domain | bead flow cytometry, Alexa488-MEK5 binding to MEKK2 WT; actives lie on both sides | binding response (% of control), % at 10 µM | 290,000 tested, 1.1% active | AID 1531; in the data active means binding response below about 67% or above about 130%
MEKK3 PB1 HTS – modulators (inhibitors or enhancers) of MEK5 binding to human MEKK3 PB1 domain; Q99759; bead-based flow cytometry, Alexa488-MEK5 binding to MEKK3; actives lie on both sides; 0 = blocked by unlabeled MEK5, 100 = vehicle; binding response (% of control), % at 10 µM; 290,000 tested, 1.4% active;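 active means binding response more than 3 SD above or below the average of its plate-row segment, actives on both sides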;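 further: Alexa488 bead fluorescence after subtracting the streptavidin-only scavenger bead signal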
Target sequence (Q99759 whole entry, looked up, the tested form may be a part): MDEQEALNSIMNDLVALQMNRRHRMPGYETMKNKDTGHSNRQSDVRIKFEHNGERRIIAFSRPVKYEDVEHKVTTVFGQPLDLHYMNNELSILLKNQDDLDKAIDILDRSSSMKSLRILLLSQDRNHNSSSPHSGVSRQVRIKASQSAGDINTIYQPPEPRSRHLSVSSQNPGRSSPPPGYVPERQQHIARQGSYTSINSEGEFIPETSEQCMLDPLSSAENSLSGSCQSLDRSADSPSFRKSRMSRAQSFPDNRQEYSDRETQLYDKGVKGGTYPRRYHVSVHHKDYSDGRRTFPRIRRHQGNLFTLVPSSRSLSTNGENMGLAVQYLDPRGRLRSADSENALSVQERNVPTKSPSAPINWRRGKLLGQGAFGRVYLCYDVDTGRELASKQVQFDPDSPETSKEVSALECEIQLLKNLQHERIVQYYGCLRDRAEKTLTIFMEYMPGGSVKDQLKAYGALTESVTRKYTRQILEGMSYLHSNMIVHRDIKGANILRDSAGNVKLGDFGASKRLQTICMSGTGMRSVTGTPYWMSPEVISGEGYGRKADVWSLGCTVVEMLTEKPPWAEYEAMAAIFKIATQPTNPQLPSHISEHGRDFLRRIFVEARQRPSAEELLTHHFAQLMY
PfM18AAP inh – blocks P. falciparum M18 aspartyl aminopeptidase; recombinant PfM18AAP, H-Glu-NHMec fluorogenic cleavage; 290,000 tested, 1.2% active; inhibition, % at 7.35 µM;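 active means inhibition above the campaign mean inhibition over all tested compounds plus 3 SD, cut at about 28% in these data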;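 further: 0% = plate median of test compound wells and 100% = 2 mM ZnCl2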
OXTR agonist – agonists of human oxytocin receptor | P30559 | CHO-OTR cells, Fluo-8 calcium fluorescence; normalized: DMSO 0%, oxytocin 100% | activation, % at 3 µM | 320,000 tested, 0.32% active | AID 2435;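 active means activation above the mean of all tested compounds plus 3 SD, cutoff set per screening run, cut at about 20% in these data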;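 further: peak over basal fluorescence ratio from a 100 s FLIPR kinetic read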
Target sequence (P30559 whole entry, looked up): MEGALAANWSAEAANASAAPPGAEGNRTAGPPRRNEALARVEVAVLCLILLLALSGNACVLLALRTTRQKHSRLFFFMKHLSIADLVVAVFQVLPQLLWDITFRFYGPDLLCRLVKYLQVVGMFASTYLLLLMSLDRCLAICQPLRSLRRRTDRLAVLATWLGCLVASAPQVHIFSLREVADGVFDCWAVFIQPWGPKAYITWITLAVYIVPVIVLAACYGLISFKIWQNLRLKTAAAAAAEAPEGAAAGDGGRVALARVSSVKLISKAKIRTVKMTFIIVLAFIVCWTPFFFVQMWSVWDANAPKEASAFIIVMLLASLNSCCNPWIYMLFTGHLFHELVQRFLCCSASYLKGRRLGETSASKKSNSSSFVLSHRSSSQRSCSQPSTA
An asterisk follows results filed as active. No enrichment for hits. Share with any hit: about 6.2%.

How did COc1cccc(C2(O)CCN(C(=O)Cc3cccnc3)CC2)c1 do in these assays?
DNA FID counter: -3; GPR7 antagonist: -6; PHOSPHO1 block: 10; NALP1 inh: 1; MEKK2 mut-MEK5: -7; MEKK2wt PB1 HTS: 92; MEKK3 PB1 HTS: 95; PfM18AAP inh: 3; OXTR agonist: 0.4

How did S=c1[nH]c2ncccc2o1 do in these assays?
DNA FID counter: 1; GPR7 antagonist: -3; PHOSPHO1 block: -13; NALP1 inh: -7; MEKK2 mut-MEK5: 0; MEKK2wt PB1 HTS: 99; MEKK3 PB1 HTS: 89; PfM18AAP inh: 3; OXTR agonist: 0.7

Results for Cc1cccc(Nc2nnc(-c3ccc(N4CCOCC4)c([N+](=O)[O-])c3)c3ccccc23)c1 ?
DNA FID counter: 0; GPR7 antagonist: -11; PHOSPHO1 block: 5; NALP1 inh: 13; MEKK2 mut-MEK5: 0; MEKK2wt PB1 HTS: 100; MEKK3 PB1 HTS: 131*; PfM18AAP inh: -10; OXTR agonist: -2.3

What do the screens show for `COc1ccc(CCNC(=O)NC2CCCCC2)cc1`?
DNA FID counter: -12; GPR7 antagonist: -1; PHOSPHO1 block: -4; NALP1 inh: 10; MEKK2 mut-MEK5: 4; MEKK2wt PB1 HTS: 107; MEKK3 PB1 HTS: 104; PfM18AAP inh: 4; OXTR agonist: -0.4

Results for COc1ccc(C(C)(C)C)cc1NC(=O)CNc1cccc2ccccc12 ?
DNA FID counter: -6; GPR7 antagonist: -7; PHOSPHO1 block: -11; NALP1 inh: 25; MEKK2 mut-MEK5: 1; MEKK2wt PB1 HTS: 106; MEKK3 PB1 HTS: 111; PfM18AAP inh: 8; OXTR agonist: -0.9

How did Cc1cc([N+](=O)[O-])nn1CC(=O)N1CCOCC1 do in these assays?
DNA FID counter: 5; GPR7 antagonist: -3; PHOSPHO1 block: -6; NALP1 inh: -7; MEKK2 mut-MEK5: 0; MEKK2wt PB1 HTS: 99; MEKK3 PB1 HTS: 101; PfM18AAP inh: 1; OXTR agonist: 2.2

What do the screens show for `CCOC(=O)NN1C(=O)c2ccccc2NC1c1ccc(OC)c(OC)c1` (stereo unspecified)?
DNA FID counter: -6; GPR7 antagonist: -12; PHOSPHO1 block: 9; NALP1 inh: -10; MEKK2 mut-MEK5: -1; MEKK2wt PB1 HTS: 99; MEKK3 PB1 HTS: 88; PfM18AAP inh: 5; OXTR agonist: -0.2

How did CC(C)NC(=O)C1CCN(C2CCN(C(=O)/C=C/c3cccs3)CC2)CC1 do in these assays?
DNA FID counter: -1; GPR7 antagonist: -6; PHOSPHO1 block: 2; NALP1 inh: 9; MEKK2 mut-MEK5: 0; MEKK2wt PB1 HTS: 101; MEKK3 PB1 HTS: 102; PfM18AAP inh: -9; OXTR agonist: 0.0

How did CCc1ccc(NC(=O)COc2ccc3c(c2)OCO3)cc1 do in these assays?
DNA FID counter: -25; GPR7 antagonist: -2; PHOSPHO1 block: 43; NALP1 inh: 22; MEKK2 mut-MEK5: -1; MEKK2wt PB1 HTS: 98; MEKK3 PB1 HTS: 100; PfM18AAP inh: -11; OXTR agonist: -0.7

Results for COc1ccc(CCN=C(N)NS(=O)(=O)c2ccc3ccccc3c2)cc1 ?
DNA FID counter: -15; GPR7 antagonist: -3; PHOSPHO1 block: -2; NALP1 inh: 10; MEKK2 mut-MEK5: 3; MEKK2wt PB1 HTS: 92; MEKK3 PB1 HTS: 88; PfM18AAP inh: -7; OXTR agonist: 2.5

How did COc1ccc(Br)cc1S(=O)(=O)NCc1ccccn1 do in these assays?
DNA FID counter: -13; GPR7 antagonist: 6; NALP1 inh: -14; MEKK2 mut-MEK5: -3; MEKK2wt PB1 HTS: 97; MEKK3 PB1 HTS: 93; PfM18AAP inh: -1; OXTR agonist: -0.7

What do the screens show for `C=CCSc1nc(N(CC)CC)c2sccc2n1`?
DNA FID counter: -11; GPR7 antagonist: -13; PHOSPHO1 block: 22; NALP1 inh: -6; MEKK2 mut-MEK5: 7; MEKK2wt PB1 HTS: 104; MEKK3 PB1 HTS: 104; PfM18AAP inh: -3; OXTR agonist: -1.3

Results for Cc1cc(OCC(=O)Nc2cccc(S(=O)(=O)NC3=NCCCCC3)c2)ccc1Cl ?
DNA FID counter: -34; GPR7 antagonist: -9; PHOSPHO1 block: -24; NALP1 inh: 31; MEKK2 mut-MEK5: 8; MEKK2wt PB1 HTS: 104; MEKK3 PB1 HTS: 95; PfM18AAP inh: 4; OXTR agonist: 10

What do the screens show for `O=C(NC1c2ccccc2-c2ccccc21)c1ccccc1`?
DNA FID counter: -1; GPR7 antagonist: 4; PHOSPHO1 block: -12; NALP1 inh: 29; MEKK2 mut-MEK5: -2; MEKK2wt PB1 HTS: 96; MEKK3 PB1 HTS: 98; PfM18AAP inh: -2; OXTR agonist: 1.3

How did Cc1ccc(C(=O)N/N=C/c2ccc3c(c2)OCO3)o1 do in these assays?
DNA FID counter: -7; GPR7 antagonist: -9; PHOSPHO1 block: -5; NALP1 inh: 42; MEKK2 mut-MEK5: 0; MEKK2wt PB1 HTS: 104; MEKK3 PB1 HTS: 101; PfM18AAP inh: -5; OXTR agonist: -0.1

What do the screens show for `Cc1nonc1C(=O)N/N=C/c1cccc(O)c1`?
DNA FID counter: -5; GPR7 antagonist: -8; PHOSPHO1 block: 3; NALP1 inh: 28; MEKK2 mut-MEK5: 9; MEKK2wt PB1 HTS: 113; MEKK3 PB1 HTS: 97; PfM18AAP inh: 5; OXTR agonist: 0.6

What do the screens show for `Oc1c(Br)cc(Br)c(/C=N/n2c(-c3ccccc3)n[nH]c2=S)c1Br`?
DNA FID counter: -12; GPR7 antagonist: 7; PHOSPHO1 block: -107; NALP1 inh: -10; MEKK2 mut-MEK5: 2; MEKK2wt PB1 HTS: 101; MEKK3 PB1 HTS: 101; PfM18AAP inh: 7; OXTR agonist: 0.0

What do the screens show for `COC(=O)c1c(NS(=O)(=O)c2ccc(C)cc2)sc2c1CCC(C)C2` (stereo unspecified)?
DNA FID counter: -6; GPR7 antagonist: -2; PHOSPHO1 block: -17; NALP1 inh: -61; MEKK2 mut-MEK5: 2; MEKK2wt PB1 HTS: 96; MEKK3 PB1 HTS: 88; PfM18AAP inh: 5; OXTR agonist: -1.4

How did COCCNC(=O)c1onc(CSc2ccncc2)c1C(=O)NCCOC do in these assays?
PHOSPHO1 block: 35; NALP1 inh: -15; MEKK2 mut-MEK5: -4; MEKK2wt PB1 HTS: 96; MEKK3 PB1 HTS: 88; OXTR agonist: 0.5

Results for O=S1(=O)C[C@H]2NC(=S)N(c3ccccc3)[C@H]2C1 ?
DNA FID counter: 2; GPR7 antagonist: -9; PHOSPHO1 block: -9; NALP1 inh: 12; MEKK2 mut-MEK5: 17; MEKK2wt PB1 HTS: 113; MEKK3 PB1 HTS: 108; PfM18AAP inh: 6; OXTR agonist: 0.0

What do the screens show for `Cc1ccc(NC(=S)N2CCN(c3ccccn3)CC2)c(C)c1`?
DNA FID counter: -5; GPR7 antagonist: -10; PHOSPHO1 block: 12; NALP1 inh: 1; MEKK2 mut-MEK5: 0; MEKK2wt PB1 HTS: 102; MEKK3 PB1 HTS: 100; PfM18AAP inh: 2; OXTR agonist: 0.8

Results for COc1cccc(CC2CC(=O)N(CCc3ccc4c(c3)OCO4)C2=O)c1 (stereo unspecified) ?
DNA FID counter: -23; GPR7 antagonist: 10; PHOSPHO1 block: -4; NALP1 inh: -1; MEKK2 mut-MEK5: 1; MEKK2wt PB1 HTS: 104; MEKK3 PB1 HTS: 106; PfM18AAP inh: 2; OXTR agonist: 2.9

How did COc1ccc(C(=O)NCCN=C2NS(=O)(=O)c3ccccc32)cc1 do in these assays?
DNA FID counter: -5; GPR7 antagonist: -12; PHOSPHO1 block: 40; NALP1 inh: -1; MEKK2 mut-MEK5: -3; MEKK2wt PB1 HTS: 98; MEKK3 PB1 HTS: 104; PfM18AAP inh: -4; OXTR agonist: 0.9

How did O=[N+]([O-])c1ccc(/C=N/Nc2ccnc3cc(Cl)ccc23)o1 do in these assays?
DNA FID counter: 21; GPR7 antagonist: 6; PHOSPHO1 block: -1; NALP1 inh: 21; MEKK2 mut-MEK5: 4; MEKK2wt PB1 HTS: 101; MEKK3 PB1 HTS: 98; PfM18AAP inh: 14; OXTR agonist: 2.9

Some of these compounds in order of molecular weight, ascending:
Results for O=S1(=O)C[C@H]2NC(=S)N(c3ccccc3)[C@H]2C1 ?
DNA FID counter: 2; GPR7 antagonist: -9; PHOSPHO1 block: -9; NALP1 inh: 12; MEKK2 mut-MEK5: 17; MEKK2wt PB1 HTS: 113; MEKK3 PB1 HTS: 108; PfM18AAP inh: 6; OXTR agonist: 0.0

How did O=[N+]([O-])c1ccc(/C=N/Nc2ccnc3cc(Cl)ccc23)o1 do in these assays?
DNA FID counter: 21; GPR7 antagonist: 6; PHOSPHO1 block: -1; NALP1 inh: 21; MEKK2 mut-MEK5: 4; MEKK2wt PB1 HTS: 101; MEKK3 PB1 HTS: 98; PfM18AAP inh: 14; OXTR agonist: 2.9

What do the screens show for `Cc1ccc(NC(=S)N2CCN(c3ccccn3)CC2)c(C)c1`?
DNA FID counter: -5; GPR7 antagonist: -10; PHOSPHO1 block: 12; NALP1 inh: 1; MEKK2 mut-MEK5: 0; MEKK2wt PB1 HTS: 102; MEKK3 PB1 HTS: 100; PfM18AAP inh: 2; OXTR agonist: 0.8

Later entries.
How did Cc1ccc(NC(=O)CN2C(=O)C3CC=C(Cl)CC3C2=O)cc1 (stereo unspecified) do in these assays?
DNA FID counter: -6; GPR7 antagonist: -2; PHOSPHO1 block: 24; NALP1 inh: 7; MEKK2 mut-MEK5: 4; MEKK2wt PB1 HTS: 99; MEKK3 PB1 HTS: 103; PfM18AAP inh: -9; OXTR agonist: -0.3

What do the screens show for `Cc1ccc(NC(=O)CCNS(=O)(=O)c2ccc3[nH]c(=O)oc3c2)c(Cl)c1`?
DNA FID counter: -6; GPR7 antagonist: -5; PHOSPHO1 block: 48; NALP1 inh: 7; MEKK2 mut-MEK5: 0; MEKK2wt PB1 HTS: 97; MEKK3 PB1 HTS: 97; PfM18AAP inh: 5; OXTR agonist: -0.5

What do the screens show for `NC(=O)COC(=O)CNC(=O)c1ccc(Cl)cc1`?
DNA FID counter: -3; GPR7 antagonist: 2; PHOSPHO1 block: -4; NALP1 inh: -6; MEKK2 mut-MEK5: 5; MEKK2wt PB1 HTS: 108; MEKK3 PB1 HTS: 108; PfM18AAP inh: -5; OXTR agonist: 0.1

What do the screens show for `O=C(CCOc1ccccc1)NCc1ccccc1`?
DNA FID counter: -6; GPR7 antagonist: 1; PHOSPHO1 block: 13; NALP1 inh: -1; MEKK2 mut-MEK5: 1; MEKK2wt PB1 HTS: 109; MEKK3 PB1 HTS: 111; PfM18AAP inh: 3; OXTR agonist: -1.4

Results for Cc1[nH]nc(-c2ccc(OCc3cnn(-c4ccccc4)c3)cc2O)c1Oc1ccccc1F ?
DNA FID counter: -4; GPR7 antagonist: -9; PHOSPHO1 block: 13; NALP1 inh: 4; MEKK2 mut-MEK5: 15; MEKK2wt PB1 HTS: 113; MEKK3 PB1 HTS: 105; PfM18AAP inh: -12; OXTR agonist: -0.5

How did COc1cc(C(=O)NC2CC(C)(C)CC(C)(C)C2)ccc1OC1CCN(C(C)=O)CC1 do in these assays?
DNA FID counter: -37; GPR7 antagonist: -19; NALP1 inh: -13; MEKK2 mut-MEK5: 13; MEKK2wt PB1 HTS: 122; MEKK3 PB1 HTS: 106; PfM18AAP inh: 3

What do the screens show for `COC(=O)c1ccc(CSc2ncnc3c2nnn3-c2ccc(OC)cc2)o1`?
DNA FID counter: -4; GPR7 antagonist: -5; PHOSPHO1 block: 0; MEKK2 mut-MEK5: 1; MEKK2wt PB1 HTS: 104; MEKK3 PB1 HTS: 103; PfM18AAP inh: 6; OXTR agonist: 1.1

Results for COc1cccc(-c2nc(OC(C)C)c3ccccc3n2)c1 ?
DNA FID counter: -5; GPR7 antagonist: -6; PHOSPHO1 block: 27; NALP1 inh: -2; MEKK2 mut-MEK5: -6; MEKK2wt PB1 HTS: 101; MEKK3 PB1 HTS: 106; PfM18AAP inh: -6; OXTR agonist: -1.5
